# High-throughput results as filed in PubChem BioAssay.
# SRC1 inh: inhibitors of human steroid receptor coactivator 1 (SRC1); Q15788; HEK293 GAL4-SRC1 luciferase reporter, luminescence; inhibition, % at 3.6 µM; 360,000 tested, 0.12% active;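 active = inhibition above the campaign mean plus 3 SD, with each screening campaign given its own cutoff, cut at about 60% in these data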;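 note: 0% = DMSO treated cells and 100% = gossypol at 36 µM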
# TROY signal inh: inhibitors of TROY-dependent NF-kB signaling. Q293 LMP1-TROYcd NF-kB luciferase reporter, 4 h. inhibition, % at 10 µM. 360,000 tested, 0.98% active. AID 1347056;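 active = compounds whose plate-normalised and pattern-corrected inhibition of the luciferase reporter signal at the single screening dose is 50% or more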
# NR5A2 inv ag: suppresses constitutive activity of human LRH-1; inhibition, % at 3.6 µM; AID 602396; HEK293T StAR-luciferase reporter, LRH-1 transfected, 24 h; 360,000 tested, 0.13% active;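 active = inhibition above the mean inhibition of all tested compounds plus 3 SD, cut at about 73% in these data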;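 note: 0% = DMSO wells and 100% = reporter-only cells lacking LRH-1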
# NOD2-RIPK2 inh: NOD2-RIPK2 protein interaction inhibition; O43353; inhibition, % at 4.98 µM; 360,000 tested, 0.38% active; CHO BLA complementation NOD2-RIPK2, CCF4 ratio; in the data active = inhibition above about 21%;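 note: 0% = vehicle only and 100% = reference blocker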
# NR2F2 inh: blocks human COUP-TFII nuclear receptor; 370,000 tested, 0.7% active; P24468; HEK293T NGFI-A luciferase reporter, luminescence; inhibition, % at 8.6 µM;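 active = inhibition above a per-plate cutoff, mean inhibition of test wells between control levels plus 3 SD, cut at about 38% in these data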;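 note: cells cotransfected with COUP-TFII expression vector driving the NGFI-A reporter; 0% = median of COUP-TF2 test wells and 100% = reporter-only cells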
# TWEAK Fn14 block: blocks TWEAK-Fn14 interaction in a reporter cell assay; TWEAK-stimulated Fn14 reporter cells, luciferase luminescence, 8 h; inhibition, % at 10 µM; 360,000 tested, 2% active; AID 1159606; in the data active = inhibition above about 50%
# SRC2 inh: inhibits human steroid receptor coactivator 2. Q15596. HEK293 GAL4-SRC2 luciferase reporter, luminescence. inhibition, % at 9 µM. 370,000 tested, 0.17% active. AID 651957;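 active = inhibition above the mean inhibition of all tested compounds plus 3 SD, set per campaign, cut at about 52% in these data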;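 note: 0% = DMSO treated cells and 100% = cells given Gossypol at 36 µM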
# Target sequence (Q15596 whole entry, looked up, the tested form may be a part): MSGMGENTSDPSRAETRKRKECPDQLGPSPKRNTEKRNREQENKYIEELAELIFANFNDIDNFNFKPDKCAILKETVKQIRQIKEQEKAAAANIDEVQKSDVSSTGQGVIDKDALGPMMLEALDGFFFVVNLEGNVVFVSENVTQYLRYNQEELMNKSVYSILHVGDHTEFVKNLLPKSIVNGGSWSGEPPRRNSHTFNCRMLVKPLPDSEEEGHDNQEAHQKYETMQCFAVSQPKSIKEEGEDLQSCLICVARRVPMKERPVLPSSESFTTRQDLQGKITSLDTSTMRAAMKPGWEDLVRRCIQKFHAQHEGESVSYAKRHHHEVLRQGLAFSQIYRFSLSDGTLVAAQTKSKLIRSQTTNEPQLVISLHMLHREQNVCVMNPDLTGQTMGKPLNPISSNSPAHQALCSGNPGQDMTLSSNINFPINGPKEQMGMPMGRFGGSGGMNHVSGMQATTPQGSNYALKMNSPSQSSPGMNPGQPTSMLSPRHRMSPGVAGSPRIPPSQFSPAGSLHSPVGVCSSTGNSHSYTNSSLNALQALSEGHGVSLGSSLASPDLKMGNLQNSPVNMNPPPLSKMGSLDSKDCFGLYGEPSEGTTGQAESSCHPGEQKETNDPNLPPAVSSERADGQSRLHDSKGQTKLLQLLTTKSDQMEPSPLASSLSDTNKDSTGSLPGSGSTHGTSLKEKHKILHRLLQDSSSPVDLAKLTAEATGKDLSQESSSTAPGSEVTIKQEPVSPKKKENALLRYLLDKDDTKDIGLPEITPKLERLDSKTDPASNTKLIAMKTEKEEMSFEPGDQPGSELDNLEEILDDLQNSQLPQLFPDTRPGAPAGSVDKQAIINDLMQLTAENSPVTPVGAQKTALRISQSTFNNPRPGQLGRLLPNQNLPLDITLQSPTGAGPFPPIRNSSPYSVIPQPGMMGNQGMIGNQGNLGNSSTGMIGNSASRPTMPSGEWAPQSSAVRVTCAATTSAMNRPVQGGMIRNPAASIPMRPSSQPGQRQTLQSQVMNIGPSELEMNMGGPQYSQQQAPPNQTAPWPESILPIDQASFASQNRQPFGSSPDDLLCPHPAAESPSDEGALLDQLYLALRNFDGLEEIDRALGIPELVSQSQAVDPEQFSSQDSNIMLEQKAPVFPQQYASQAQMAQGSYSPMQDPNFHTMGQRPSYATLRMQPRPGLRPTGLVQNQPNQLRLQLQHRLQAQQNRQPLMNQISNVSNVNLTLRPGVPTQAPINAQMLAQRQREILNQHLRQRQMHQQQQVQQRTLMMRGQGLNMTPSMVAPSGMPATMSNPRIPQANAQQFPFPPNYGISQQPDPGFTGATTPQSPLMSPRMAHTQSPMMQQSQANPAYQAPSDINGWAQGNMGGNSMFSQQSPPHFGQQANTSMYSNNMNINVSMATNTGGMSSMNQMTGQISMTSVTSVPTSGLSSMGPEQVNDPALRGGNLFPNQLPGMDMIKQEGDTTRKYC
# TLR9-MyD88 inh: inhibitors of human TLR9-MyD88 binding; Q9NR96+Q99836; CHO BLA complementation TLR9-MyD88, CCF4 FRET ratio; inhibition, % at 4.98 µM; 340,000 tested, 0.21% active;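 active = inhibition above the mean over all tested compounds plus 3 SD, cut at about 21% in these data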;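 note: 0% = DMSO only wells and 100% = clavulanate BLA inhibitor control wells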
# SRC3 inh: human NCOA3 inhibition; Q9Y6Q9; HEK293 GAL4-SRC3 luciferase reporter, luminescence; inhibition, % at 3.6 µM; 360,000 tested, 0.17% active; AID 588352;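 active = inhibition above a per-campaign cutoff, the mean of all compounds plus 3 SD, cut at about 60% in these data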;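 note: 0% = DMSO-treated cells and 100% = gossypol-treated cells at 36 µM; higher means less SRC3-driven luciferase light from the GAL4 reporter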
# Exocytosis inh: lytic granule exocytosis inhibition | TALL-104 LAMP-1 surface exposure, flow cytometry; cells stimulated with thapsigargin and PMA | inhibition, % at 10 µM | 360,000 tested, 0.66% active | AID 651702;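 active = inhibition above about 55%, limit read from the data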
# ABHD5 PLIN5 PPI: ABHD5-PLIN5 protein interaction inhibition | Split G. princeps luciferase complementation, luminescence, 4 h | AID 602281 | 360,000 tested, 0.78% active | inhibition, % at 4 µM;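 active = inhibition above the mean inhibition across every tested compound plus 3 SD, cut at about 22% in these data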;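 note: 0% = DMSO only wells and the 100% control is not disclosed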
# * marks the source's active call; other numbers are inactive results; x = not tested or not shown. Only part of the results is shown. The share of hits here may be higher or lower than overall.
SMILES,SRC1 inh,TROY signal inh,NR5A2 inv ag,NOD2-RIPK2 inh,NR2F2 inh,TWEAK Fn14 block,SRC2 inh,TLR9-MyD88 inh,SRC3 inh,Exocytosis inh,ABHD5 PLIN5 PPI
CCSc1nnc(NC(=O)c2csc3c2CCCC3)s1,-6.1,-18.2,-12.6,3.1,2.0,-14.2,-10.3,-7.2,-13.3,5.7,-5.1
COc1ccc(CN2CC(=O)N(c3cc(Cl)ccc3OC)C2=S)cc1OC,13.7,17.1,-22.7,-6.7,-7.3,14.2,-11.2,-1.5,-15.9,-7.2,-5.6
CC(C)NCC(O)c1ccc(O)c(O)c1 (stereo unspecified),-26.2,10.4,-8.9,-8.7,-53.7,-61.6,-28.5,5.5,-18.2,-6.9,4.1
CC(=O)N1c2ccc(S(=O)(=O)NCCC(=O)NCc3ccc(F)cc3)cc2CC1C (stereo unspecified),-7.2,2.5,4.5,-6.0,8.4,-5.3,14.5,-7.6,3.1,-9.1,4.0
Cc1c(C=Nc2ccc(S(=O)(=O)N(C)C)cc2)c(O)[nH]c(=O)c1C#N,-9.5,6.5,3.4,-15.1,19.3,6.2,20.1,-7.2,12.8,-5.3,-0.9
CCOC(=O)[C@]12CCC=C1N(Cc1ccco1)C(=O)[C@H](CC(=O)NCCCCc1ccccc1)C2,x,-15.1,12.3,6.1,-1.8,1.5,10.5,x,x,-1.7,15.4
CC(NC(=S)NCc1ccccc1)C12CC3CC(CC(C3)C1)C2 (stereo unspecified),4.6,2.2,3.5,-7.1,5.8,-16.8,-2.4,-2.0,13.8,-0.3,0.6
COc1ccc(C2CC(c3ccc4ccccc4c3OC(C)=O)=NN2C(=O)/C=C/c2ccccc2)cc1 (stereo unspecified),-8.4,22.6,-0.7,-4.0,-4.9,12.5,-22.9,-7.0,12.4,-2.4,-1.5
CSc1ncccc1C(=O)Nc1cccc(C)n1,-15.7,-2.7,-10.1,-10.8,-7.1,-0.4,0.1,-2.8,-11.9,-0.2,8.6
Cc1cccc(C)c1NC(=S)Nc1c(C)n(C)n(-c2ccccc2)c1=O,-2.4,10.5,1.9,-10.7,10.2,-9.1,11.2,-1.6,20.1,2.2,2.6
C=CCOn1c(=O)c(-c2cccs2)[n+]([O-])c2ccccc21,-17.8,-24.4,0.5,-4.4,-21.9,-19.1,-22.0,-2.3,-16.6,2.2,0.8
CCOc1ccc(NC(=O)CN2CCN(C(=O)C3CCCO3)CC2)cc1 (stereo unspecified),0.3,-3.9,1.5,3.8,3.7,92.8*,-9.7,6.7,-4.6,0.3,-1.4
CS(=O)(=O)Nc1cccc(-c2cc(NC=O)c3ncc(-c4ccc(F)cc4)n3c2)c1,-5.0,26.7,25.4,-0.8,-24.1,20.6,3.5,x,7.5,-5.3,0.6
Cn1c(=O)c(Sc2ccccc2)c(O)c2ccccc21,9.5,1.3,17.8,5.4,1.6,9.7,-29.0,-9.9,15.5,9.5,-5.0
Cc1ccccc1CC(=O)Nc1ccon1,7.7,-18.1,-1.7,3.3,-4.4,2.7,-3.1,-6.3,-5.4,-6.9,0.9
COc1ccc(OCC(O)CN2CCCC2)cc1 (stereo unspecified),7.2,-0.1,21.8,0.9,4.2,-1.2,-14.9,-2.2,-4.8,-1.4,-4.0
O=C(N/N=C/c1ccsc1)c1ccc2c(c1)OCO2,-92.9,-45.9,-59.9,-6.7,-22.2,10.7,-35.8,-11.6,-57.6,-10.1,-11.3
Cc1nc(NC(=O)c2cc(-n3cnnc3)ccc2Cl)ccc1Br,3.5,-1.2,4.4,2.0,3.2,-5.5,7.7,-1.3,1.4,-0.8,-0.9
Cc1nc(C(F)(F)F)ccc1C(=O)Nc1ccccc1N1CCOCC1,-1.2,-27.9,13.0,-0.4,-0.6,1.1,-14.9,-0.7,20.5,2.7,1.6
N=C1C(=O)OCC1c1cc(Cl)ccc1NC(=O)Nc1ccccc1 (stereo unspecified),-2.0,-7.9,5.7,-3.8,-6.9,5.8,-16.8,-0.1,2.4,2.1,3.5
c1ccc(Cn2cc(-c3ccccc3)cn2)cc1,-15.3,-54.6,1.4,-7.0,-38.7,-45.1,-36.9,-0.7,-12.2,-2.7,-1.5
CC1CN(C(=O)c2c(Br)cnn2C)CC(C)O1 (stereo unspecified),-7.0,-4.1,-14.4,-10.7,-2.8,23.4,-2.6,-4.5,-1.6,-1.3,-3.0
O=C(NC1CCN(C(=O)Nc2ccccc2Cl)CC1)c1ccccc1,3.0,-6.6,9.7,-1.3,-16.6,3.2,19.1,4.9,14.4,-2.1,0.5
C=CCOc1ccc(/C=C/C(=O)OCC(=O)NCC2CCCO2)cc1 (stereo unspecified),3.3,-27.1,-5.1,-4.8,3.5,-6.8,-3.9,-0.5,7.0,-4.3,11.4
CC(C=CC(O)=C1C(=O)CNC1=O)=C[C@@H](C)C1OC2(C)OC(C(=O)C3O[C@@]32C)C1C (stereo partly specified),x,-3.1,11.0,-8.4,14.8,26.7,10.2,x,x,-3.7,4.4
O=C(Oc1ccccc1C(=O)Nc1ccccc1)c1ccccc1Br,-31.5,1.5,-57.0,7.2,-68.3,38.8,-0.9,-4.4,-18.2,-2.4,-0.9
CCOc1ccc(C(=O)N/N=C/c2cccc3cccnc23)cc1,-15.4,-68.8,-27.2,-0.3,-5.0,-52.5,7.0,-8.1,11.1,-5.3,-3.4
COC(=O)c1cc(OC)c(OC)cc1NC(=O)c1c(-c2ccccc2Cl)noc1C,-12.8,10.0,17.3,7.5,12.5,24.8,8.2,9.3,18.7,-1.7,4.5
O=C(CCn1c(SCC(=O)c2ccccc2)nc2ccccc2c1=O)NCc1ccc(F)cc1,7.4,2.6,-3.1,4.0,-15.2,0.7,-11.3,-1.4,-2.9,0.4,-4.7
COC(=O)CNC(=O)CNC(=O)Nc1ccccc1,-32.4,7.4,-5.0,-4.0,1.1,-2.8,-14.8,1.3,21.7,-0.2,0.7
COc1cc(C(C)=O)ccc1Oc1ncnc2c1cnn2-c1ccc(F)cc1,-20.6,15.4,-15.3,-5.2,-3.4,0.1,-25.2,1.5,-13.7,0.0,-1.9
COc1ccccc1C(=O)NC(=O)COC(=O)C1CC1C (stereo unspecified),5.4,-21.4,-7.9,-1.4,5.6,-19.3,8.4,-3.6,18.1,-3.4,-8.0
COc1ccc2[nH]c(=O)c(CNc3ccccc3C)cc2c1,-43.4,6.9,-62.3,7.0,-18.7,-11.8,-26.6,7.0,-50.5,-2.5,-4.9
Oc1ccc2ccccc2c1C1Nc2cccc3cccc(c23)N1,-4.1,-6.9,4.5,-12.6,x,44.5,x,-0.9,11.7,49.3,2.6
Cc1ccc(CNCCC2=CCCCC2)cc1,-11.5,0.9,-20.1,1.0,-19.4,-54.3,-0.9,-6.4,-5.9,8.0,7.5
CCOC(=O)C(=NC(C)C)NNc1cc(Cl)ccc1Cl,5.5,0.6,14.6,-6.2,1.8,-3.3,-12.3,4.0,-2.2,-0.6,-7.0
Cc1ccc(N(CC(=O)N2CCN(C3CCCCC3)CC2)S(=O)(=O)c2cccnc2)cc1,-8.4,17.4,-20.1,-4.0,-9.4,4.7,-7.5,2.1,-16.2,-1.5,-2.3
Cc1cc(C(=O)COc2ccc(F)cc2Br)c(C)n1C,-14.9,-7.5,-3.5,-11.3,-26.3,-6.9,-16.3,-11.2,-3.5,-0.1,-3.1
Cc1c2cnn(CC(=O)NCCCN3CC(C)CC(C)C3)c(=O)c2c(C)n1Cc1ccc(Cl)cc1 (stereo unspecified),-36.7,14.2,-3.1,-8.8,-10.7,-2.3,-0.1,-5.2,9.9,2.9,14.1
O=C(O)c1cc(Cl)c2c(c1)OCO2,-16.9,-5.6,0.5,-13.2,4.9,-7.9,12.6,-3.9,3.6,-0.8,5.5
CC1=C/C(=C\c2ccc3c(c2)OCO3)C(=O)S1,-6.1,-1.9,-13.1,11.8,2.5,-15.0,-28.1,-5.3,-43.2,-2.0,13.9
CN(C)C(=O)c1ccc(NC(=O)CN2CCc3cc4c(cc3C2)OCCCO4)cc1,-38.7,-4.8,-26.1,-10.6,10.4,-8.7,9.8,-12.6,-7.4,14.4,-8.9
CC1(C)CC(NC(=O)c2cc(S(=O)(=O)N3CCCCC3)ccc2Cl)CC(C)(C)N1,-9.5,-4.7,-24.6,-2.9,-2.8,4.1,-32.9,-5.0,8.7,5.1,9.5
COc1ccc2oc(=O)c(NC(=O)C3CCCCC3)cc2c1,-5.4,-11.2,6.1,2.2,-0.4,6.2,1.8,1.4,11.6,2.7,2.4
Cc1ccc(C(=O)NNC(=O)CCC(=O)NCc2ccccc2)cc1Br,-0.6,3.3,11.2,0.7,6.8,-2.3,4.2,-1.1,9.7,-0.4,-5.8
OC(c1ccccc1)C(Nc1ccccn1)c1ccccc1 (stereo unspecified),1.5,5.9,-2.1,0.7,-1.7,-8.6,17.2,4.0,-6.7,-2.2,8.2
Cc1ccc(C2(SCC(N)C(=O)O)c3ccccc3-c3ccccc32)cc1 (stereo unspecified),-11.0,-3.4,-12.2,8.9,14.4,-8.1,32.8,-5.8,3.6,-5.3,-14.6
COc1ccc(C)cc1S(=O)(=O)NCC(c1ccc2c(c1)OCO2)N1CCN(C)CC1 (stereo unspecified),-9.9,3.8,-9.3,4.6,-6.0,8.2,-28.5,1.1,14.3,6.6,3.4
Cc1ccc2sc(N(CCCN(C)C)C(=O)c3nc4ccccc4s3)nc2c1C,-19.6,-4.6,-3.0,-7.1,-6.7,-7.7,8.9,-7.2,9.5,0.9,13.4
Cc1ccc2oc(=O)c3cnn(CC(=O)N(Cc4ccco4)C4CCCCC4)c3c2c1,10.6,58.7*,8.3,-0.9,-1.8,8.4,-25.6,10.6,-13.5,0.9,9.3
CCn1c(SCC(=O)NCCOc2ccccc2)nc2ccccc2c1=O,20.2,1.8,7.5,-13.0,-3.0,4.8,22.0,-5.7,-4.1,-0.7,-3.6
CCCCN(CC)C(=O)Cc1c(C(=O)O)[nH]c2ccc(Cl)cc12,-0.7,7.7,8.1,-7.0,-5.8,5.1,-8.0,4.9,-6.3,-2.9,5.0

# Full records, quoted from the list:
# Entry for COC(=O)c1cc(OC)c(OC)cc1NC(=O)c1c(-c2ccccc2Cl)noc1C = SRC1 inh = -12.8; TROY signal inh = 10.0; NR5A2 inv ag = 17.3; NOD2-RIPK2 inh = 7.5; NR2F2 inh = 12.5; TWEAK Fn14 block = 24.8; SRC2 inh = 8.2; TLR9-MyD88 inh = 9.3; SRC3 inh = 18.7; Exocytosis inh = -1.7; ABHD5 PLIN5 PPI = 4.5
# Entry for CCSc1nnc(NC(=O)c2csc3c2CCCC3)s1 = SRC1 inh = -6.1; TROY signal inh = -18.2; NR5A2 inv ag = -12.6; NOD2-RIPK2 inh = 3.1; NR2F2 inh = 2.0; TWEAK Fn14 block = -14.2; SRC2 inh = -10.3; TLR9-MyD88 inh = -7.2; SRC3 inh = -13.3; Exocytosis inh = 5.7; ABHD5 PLIN5 PPI = -5.1
